Akt phos inh: HTS Assay for Inhibitors of Akt Phophorylation: Primary Screen; Neuro2A IGF-stimulated pAkt S473 HTRF, 20 min; active compounds read low; activity change, % for hits at 50 µM; 0.32% of 360,000 active; AID 651550, 2012; in the data active = activity change below about -80%; inconclusive = mostly about -51% to -80%; also: % is scaled to controls: 0 for no effect and ±100 for the full control effect
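Neuro2A cells in DMEM with 0.5% FBS, overnight at 37 deg C, given compound at single 50 µM final, then IGF (6 nM final) for 20 min at 37 deg C. Lysed; phospho-Akt Ser473 by HTRF after 24 h, 665/615 ratio.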
EPAC2 agonist: qHTS for Agonist of cAMP-regulated guanine nucleotide exchange factor 4 (EPAC2): primary screen. Rap guanine nucleotide exchange factor 4 (Homo sapiens), Q8WZA2. EPAC2 activation, biochemical qHTS; response scale: 100% = 6.5 mM cAMP response. Potency, µM (doses to about 154 µM), inactives show top-dose activation, most hits filed as activators. 0.079% of 360,000 active; also: potency is read from the fitted curve at half-maximal effect; nearly all actives have a fitted effect of over 50% in size
Target sequence (Q8WZA2 whole entry, looked up): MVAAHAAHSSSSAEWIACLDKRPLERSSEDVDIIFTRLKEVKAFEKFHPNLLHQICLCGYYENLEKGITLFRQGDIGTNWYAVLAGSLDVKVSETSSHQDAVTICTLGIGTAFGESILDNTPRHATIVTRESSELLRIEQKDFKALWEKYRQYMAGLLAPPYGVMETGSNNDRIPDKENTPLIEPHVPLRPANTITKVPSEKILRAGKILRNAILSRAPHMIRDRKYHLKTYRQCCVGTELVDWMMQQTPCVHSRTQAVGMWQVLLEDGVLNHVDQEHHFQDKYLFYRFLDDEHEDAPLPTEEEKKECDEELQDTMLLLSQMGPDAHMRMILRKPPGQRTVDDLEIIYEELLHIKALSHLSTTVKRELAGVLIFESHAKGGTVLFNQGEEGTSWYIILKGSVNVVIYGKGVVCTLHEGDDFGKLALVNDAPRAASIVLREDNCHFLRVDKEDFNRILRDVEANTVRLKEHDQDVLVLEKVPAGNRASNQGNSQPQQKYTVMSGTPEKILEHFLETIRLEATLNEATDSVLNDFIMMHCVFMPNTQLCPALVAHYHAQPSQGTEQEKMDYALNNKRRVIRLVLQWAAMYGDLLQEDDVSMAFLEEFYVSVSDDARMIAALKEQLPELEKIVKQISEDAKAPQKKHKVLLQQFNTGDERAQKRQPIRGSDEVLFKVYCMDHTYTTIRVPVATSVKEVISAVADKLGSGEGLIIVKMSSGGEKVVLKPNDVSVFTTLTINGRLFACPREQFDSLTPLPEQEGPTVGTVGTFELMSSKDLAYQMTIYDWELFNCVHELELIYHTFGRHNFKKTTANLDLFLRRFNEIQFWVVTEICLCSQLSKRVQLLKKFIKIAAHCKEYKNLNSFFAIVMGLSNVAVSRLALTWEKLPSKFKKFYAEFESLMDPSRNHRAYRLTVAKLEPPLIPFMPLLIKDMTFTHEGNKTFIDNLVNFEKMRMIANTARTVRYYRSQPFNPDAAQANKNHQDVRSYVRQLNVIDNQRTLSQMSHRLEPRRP
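Compounds were titrated in qHTS against a Rap1B-BODIPY-GDP (250 nM) complex with EPAC2 (100 nM) and GDP (50 uM). BODIPY-GDP release tracked at 480/540 nm over 30 min at room temperature, normalized to 6.5 mM cAMP.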
Nrf2 activator: qHTS of Nrf2 Activators; AREc32 ARE-luciferase reporter (MCF7-derived line), luminescence, 24 h; Potency, µM (highest dose often 46.1 µM), without a hit: top-dose activation, most hits filed as activators; 0.31% of 410,000 active; also: potency is read from the fitted curve at half-maximal effect; % of control where 0% means no effect; nearly all actives have a fitted effect of over 65% in size
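Each well held 1000 AREc32 cells, which were incubated with compound for 24 hr at 37 deg C after overnight attachment, and ARE reporter activity was quantified by firefly luciferase luminescence.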
CCT modulator: High-Throughput Screening for Modulators of Cytosolic Chaperonin Activity. purified chaperonin ATPase assay, HTRF ADP detection, 30 min. activity change, % (concentration not given with the values), hits read low. 0.3% of 360,000 active; in the data active = activity change below about -30%; also: % is scaled to controls: 0 for no effect and ±100 for the full control effect
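We incubate TRiC, 40 or 20 nM final, with library compounds at 76 uM and 10 uM ATP for 30 min at 37 °C. ADP formed is detected with Transcreener HTRF reagents after 30 min at room temperature.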
EPAC2 antagonist: qHTS for Antagonist of cAMP-regulated guanine nucleotide exchange factor 2 (EPAC2): primary screen. EPAC2 GEF exchange of Rap1B-BODIPY-GDP, fluorescence. 0.18% of 360,000 active. Potency, µM (titrated, usually from 114 µM), without a hit: top-dose activity, negative = inhibition, usual class: inhibitors. Rap guanine nucleotide exchange factor 4 (Homo sapiens), Q8WZA2; also: potency is read from the fitted curve at half-maximal effect; % is scaled to controls: 0 for no effect and ±100 for the full control effect; nearly all actives have a fitted effect of over 45% in size; many of its hits are not listed in these tables
A549 viability: Nrf2 qHTS screen for inhibitors: counterscreen for cytotoxicity; A549 ARE-Fluc cells, CellTiter-Fluor viability, 18-24 h; Potency, µM (doses to about 46 µM), for inactives: at the top dose activity change, negative = cytotoxicity, usual class: inhibitors; 0.16% of 390,000 active; AID 504648, 2011; also: potency is read from the fitted curve at half-maximal effect; % is scaled to controls: 0 for no effect and ±100 for the full control effect
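Cytotoxicity counterscreen: CellTiter-Fluor fluorescence was measured in A549 ARE_Fluc cells after 18-24 h of compound exposure in a concentration series. The subsequent BugLite luminescent read reports ARE-luciferase activity.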
TGFb SMAD3 inh: qHTS for Inhibitors of TGF-b; HepG2 CAGA-GFP TGF-b/SMAD3 reporter, GFP fluorescence, 18 h; TGF-beta stimulated, 500 pg/mL final; Potency, µM (highest dose often 46.1 µM), for inactives: at the top dose activity, negative = inhibition, hits mostly inhibitors; 1.2% of 410,000 active; AID 588855, 2011; also: potency is read from the fitted curve at half-maximal effect; % is scaled to controls: 0 for no effect and ±100 for the full control effect; nearly all actives have a fitted effect of over 65% in size
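HEPG2 CAGA-GFP, 1000 cells/well; 2 h settle, 37 C; cpd via pin tool; TGF-b 500 pg/mL final; 18 h, 37 C; GFP imaging ex488/em500-530; %Activity normalised to -TGF-b and +DMSO controls; CRC fit, curve class.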
Nrf2 inh: Nrf2 qHTS screen for inhibitors; A549 ARE-Fluc reporter, luciferase luminescence, 18-24 h; Potency, µM (highest dose often 46 µM), inactives show at the highest dose activity change, negative = inhibition, hits mostly inhibitors; 2.1% of 360,000 active; also: potency is read from the fitted curve at half-maximal effect; % is scaled to controls: 0 for no effect and ±100 for the full control effect; nearly all actives have a fitted effect of over 60% in size
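Concentration-response testing used A549 ARE_Fluc cells at 5000 cells/well. Following an 18-24 h compound incubation, viability was read by fluorescence (Ex 405/Em 525) and luciferase output by luminescence.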
Mm-Cpn inhibitor: Inhibitors of TCP-1 ring complex (TRiC) of Methanococcus maripaludis (MmCpn): qHTS; Chaperonin Mm-Cpn (Methanococcus maripaludis); purified Mm-Cpn ATPase, ADP Transcreener TR-FRET; Potency, µM (top dose mostly 76.9 µM), for inactives: top-dose activity, negative = inhibition, most hits filed as inhibitors; 0.031% of 330,000 active; AID 504842, 2011; also: potency is read from the fitted curve at half-maximal effect; % is scaled to controls: 0 for no effect and ±100 for the full control effect; nearly all actives have a fitted effect of over 80% in size
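Purified archaeal Mm-CPN (25nM final) preincubated 10 min at 37degC with compound, then 10uM ATP for 30 min at 37degC; ADP measured by HTRF Transcreener TR-FRET; buffer 30 mM TRIS pH 7.4, 100mM KCl, 5mM MgCl2, 1mM DTT.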
An asterisk follows results filed as active; i = inactive; ? = inconclusive; · = no result given; & = joins results of further samples; [ ] = another dose, or the depositor's remark. Unless noted, calls follow the shape of the dose curve; as a rule, active = well fitted curve in the direction sought with a large enough effect; inconclusive = small, poorly fitted or top-dose-only effect, or another doubt; inactive = no such curve, though single readings can be large; an effect the other way counts as inactive or inconclusive.

SMILES	Akt phos inh	EPAC2 agonist	Nrf2 activator	CCT modulator	EPAC2 antagonist	A549 viability	TGFb SMAD3 inh	Nrf2 inh	Mm-Cpn inhibitor
Cc1ccc(-n2ncc(C(=O)NCCN3CCC(Cc4ccccc4)CC3)c2C2CCN(C(=O)OC(C)(C)C)CC2)cc1	·	·	-4.6%	·	·	?	?	?	·
CCOC(=O)C1CCN(CC(O)COc2ccc(C(=O)CC)cc2)CC1 (centres undefined)	i	8%	-0.6%	1.3	13%	·	2%	3%	-2%
Cc1cccc(C(=O)OC2CCN(C)CC2)c1	i	9%	0.1%	-2.3	-3%[57.1 µM]	24%	-3%	11%	0%
Cc1c2cnn(CC(=O)NCc3ccccn3)c(=O)c2c(C)n1Cc1ccccc1	i	8%	-1.1%	1.5	3%	0%	-12%	-3%	2%
Cc1cc(C)cc(OCC(=O)OCC(=O)NCc2cccs2)c1	i	8%	0.0%	-1.4	-8%	11%	-9%	2%	-4%
CCOC(=O)c1ccc(NC(=O)Cn2nc(SC)c(S(=O)(=O)c3ccc(Cl)cc3)c2N)cc1	·	·	-2.5%	·	·	-10%	5µM*	?	·
NS(=O)(=O)c1ccc(CCNC(=O)C2CCN(S(=O)(=O)c3cccc4cccnc34)CC2)cc1	·	4%	0.0%	2.6	-4%	7%	0%	2%	1%
CC1=CC(=O)OC1Cc1ccncc1 (centres undefined)	i	4%	0.2%	-1.7	9%	0%	0%	·	1%
COC(=O)CC1SCCNC1=O (centres undefined)	i	0%	-0.2%	-1.6	3%	-1%	1%	·	0%
O=C(CCC1CCCN(C(=O)c2ccc(F)c(F)c2)C1)N1CCN(c2ccccn2)CC1 (centres undefined)	i	0%	0.3%	-5.1	6%	-4%	-29%	-24%	?
COC(=O)N1C(=O)[C@](c2ccccc2)(C2CCCC2)N1C(=O)OC	i	7%	26%	-2.8	-26%	-1%	?	5%	-3%
COc1cc(C(=O)Nc2nccs2)ccc1OCc1c(C)noc1C	i	6%	6.0%	0.4	1%	-12%[1.84 µM]	-3%	-26%	0%
Cc1ccc(C(=O)/C=C/Nc2ccc(S(=O)(=O)Nc3cc(C)nc(C)n3)cc2)cc1	i	4%	0.2%	-1.6	-1%	-24%	-4%	1%	-2%
CCOc1ccccc1NC(=O)c1ccc2c(c1)CCCN2S(C)(=O)=O	·	·	-0.4%	·	·	2%	40%[activator]	-1%	·
O=C1NC(=O)/C(=C/c2cccc(O)c2)N1	i	4%	-0.9%	0.4	-1%	7%	-3%	5%	-3%
CSCC(C)N1CCC(CO)(CCc2ccccc2)CC1 (centres undefined)	i	4%	0.7%	2.1	2%	2%	6%	6%	2%
FC(F)(F)c1cccc(CON=C2CCN(c3ncc(C(F)(F)F)cc3Cl)CC2)c1	i	8%	0.3%	-1.9	-14%	-22%	15%	?	-1%
CCOc1ccc(C2C3=C(CCCC3=O)OC(N)=C2[N+](=O)[O-])cc1 (centres undefined)	i	1%	4.3%	-0.8	7%	-3%	-3%	0%	2%
Cc1onc(-c2c(F)cccc2Cl)c1C(=O)N(C)CC(=O)Nc1cccc(F)c1	i	5%	0.1%	0.6	3%	-2%	-3%	2%	2%
COCCNC(=O)COC(=O)c1nsc(Cl)c1Cl	i	-1%	0.1%	0.8	10%	-5%	4%	2%	2%
Cc1cccc(NC(=O)CSCC(=O)Nc2ccc(S(=O)(=O)N3CCOCC3)cc2)c1	i	2%	-0.6%	-10	2%	1%	-21%	1%	2%
CCOC(=O)c1ccc(S(=O)(=O)NNC(=O)c2cccc(N(C)C)c2)cc1	i	4%	3.4%	-3.2	5%	2%	-11%	-4%	?
Cn1c(NCc2cccc(Br)c2)nc2ccccc21	i	-4%	3.7%	-1.8	-7%	-3%	-8%	-9%	-1%
COCCCn1c(Cc2csc(Nc3cccc(Cl)c3)n2)nnc1SCC(=O)OC	i	8%	-0.4%	0.7	-9%	1%	-18%	-6%	-1%
NC(=O)c1ccccc1OCCOc1ccc(Br)cc1	i	-6%	2.4%	-2.5	6%	0%	-29%	?	-1%
O=C(CN(c1ccc(F)cc1)S(=O)(=O)c1ccccc1)NC1CCCCCC1	i	0%	0.1%	-2.3	-16%	9%	12%	-17%	1%
O=CN1CCN(C(=O)c2cccc([N+](=O)[O-])c2)CC1	i	2%	-0.2%	0.6	-2%	0%	-2%	-5%	3%
COc1ccc(OCCSc2nnc(C(C)NC(=O)c3ccccc3F)n2C)cc1 (centres undefined)	i	14%	-0.6%	-0.8	6%	-1%	-5%	-4%	-4%
CNC(=O)c1cn(-c2ccc(Cl)cc2)c(=O)c2ccccc12	i	-1%	0.3%	-0.9	-3%	-6%	0%	1%	1%
CCCCC(=O)Nc1ccc(NC(=O)CC)cc1OC	i	-1%	0.4%	-4.7	15%	0%	?	-13%	0%
COc1ccc2[nH]c(=O)c(CN(CC3CCCO3)C(=S)Nc3ccc(C)cc3)cc2c1 (centres undefined)	i	4%	-0.4%	1.7	-25%	?	0%	?	3%
O=C(Nc1nnc(S(=O)(=O)N2CCCCCC2)s1)c1ccccc1Br	i	9%	0.2%&0.3%	0.0	6%	1%&-15%	-8%&-9%	17%&-30%	-4%
CN(CC(=O)Nc1cccc(F)c1)C(=O)c1ccc(NC2CC2)c([N+](=O)[O-])c1	i	4%	0.1%	-0.1	-8%	-7%	1%	-13%	3%
O=C(c1cc2ccccc2oc1=O)N1CCN(Cc2ccc3c(c2)OCO3)CC1	i	-1%	-0.1%	-1.2	8%	-5%	8%	12%	-2%
Fc1cccc(F)c1-n1c(CN2CCOCC2)csc1=S	i	11%	-0.6%	0.3	12%	8%	?	-18%	0%
CC1CCN(S(=O)(=O)c2ccc3c(c2)oc(=O)n3CC(=O)N2c3ccccc3CC2C)CC1 (centres undefined)	i	-7%	2.4%	-1.1	2%	14%	1%	17%	-3%
CC(=O)Nc1ccc(S(=O)(=O)NCCC(=O)NCc2ccncc2)cc1	i	8%	-0.1%	0.5	2%	-13%	22%	3%	-2%
O=c1c2cnn(-c3ccc(F)cc3)c2ncn1Cc1cccc(Cl)c1	·	·	0.5%	·	·	0%	-2%	16%	·
COc1cc(/C=N/N=C2/NC(=O)C(c3ccccc3)S2)ccc1O (centres undefined)	i	-3%	9.3%	1.0	-1%	-1%	-5%	1%	0%
Cc1ccc(NC(=O)CCc2nnc3ccc(N4CCC5(CC4)OCCO5)nn23)cc1F	i	-4%	1.4%	0.6	-4%	1%	-4%	-14%	0%
Oc1oc(-c2ccc(Br)cc2)nc1/C=N/c1ccccn1	i	8%	0.0%	-1.1	-4%	16%	-7%	5%	1%
CCc1ccc(NC(=O)c2noc(C(C)C)c2[N+](=O)[O-])cc1	i	16%	12%	-2.7	3%	0%	5%	?	-1%
O=[N+]([O-])c1cccc(C(O)C23CN4CN(CN(C4)C2)C3)c1 (centres undefined)	i	-1%	0.1%	0.1	-11%	3%	2%	1%	1%
CC(C)(CNC(=O)CNC(=O)c1ccc(Cl)cc1Cl)N1CCOCC1	i	8%	-0.5%	-3.6	0%	-3%	0%	4%	-1%
CNC(=O)C[C@H]1C(=O)N(CCc2ccccc2)C[C@@H]1c1ccc(OC)cc1	i	10%	0.3%	-2.3	-4%	·	6%	·	·
CCN(CC(=O)Nc1c(F)cccc1F)C(=O)COc1cccc2c1OC(C)(C)C2	i	-6%	-0.5%	-1.7	-6%	0%	-4%	-3%	-6%
Cc1ccc(C(=O)NCC(=O)NNC(=O)CN(C)S(=O)(=O)c2ccc(Cl)cc2)s1	i	7%	-0.3%	0.6	4%	0%	1%	-12%	0%
COC(=O)c1sccc1NC(=S)N1CCN(c2ccc(F)cc2)CC1	i	11%	-0.5%	2.6	7%	1%	-2%	3%	-15%
O=C1NCCCC1C(=O)N/N=C/c1cccc([N+](=O)[O-])c1 (centres undefined)	i	4%	9.1%	-1.1	-7%	1%	0%	-8%	-1%
O=C(CCn1c(=S)oc2ccccc21)Nc1cccc(O)c1	i	3%	0.3%	0.7	12%	1%	11%	16%	0%
Cc1ccc(NC(=O)c2cc([N+](=O)[O-])ccc2NCc2cccnc2)cc1	i	9%	1.8%	0.7	-2%	-19%	?	-12%	1%
COc1cc(OC)c(OC)cc1CN1CCSCC1	i	6%	2.7%	-14	0%	1%	13%	0%	1%

Ordered by length of the SMILES (descending): some entries from above.
SMILES	Akt phos inh	EPAC2 agonist	Nrf2 activator	CCT modulator	EPAC2 antagonist	A549 viability	TGFb SMAD3 inh	Nrf2 inh	Mm-Cpn inhibitor
CNC(=O)C[C@H]1C(=O)N(CCc2ccccc2)C[C@@H]1c1ccc(OC)cc1	i	10%	0.3%	-2.3	-4%	·	6%	·	·
CCc1ccc(NC(=O)c2noc(C(C)C)c2[N+](=O)[O-])cc1	i	16%	12%	-2.7	3%	0%	5%	?	-1%
COC(=O)c1sccc1NC(=S)N1CCN(c2ccc(F)cc2)CC1	i	11%	-0.5%	2.6	7%	1%	-2%	3%	-15%
COc1cc(OC)c(OC)cc1CN1CCSCC1	i	6%	2.7%	-14	0%	1%	13%	0%	1%

An excerpt, so the mix of outcomes need not match the whole.
